# MEX-5 binding: C. elegans MEX-5 TCR-2 RNA binding activity. Q9XUB2. MEX-5/FITC-TCR2 RNA binding, fluorescence polarization; stronger effect = lower value. activity score (negative = inhibition of binding), % at 10 µM. actives 0.38% (n = 300,000). AID 1832;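 active = inhibition past about -25% in most replicates, and total fluorescence under double the plate's negative control median, limit read from the data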;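 also: 0% = DMSO and -100% = 5 µM competing unlabeled TCR2 RNA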
# Bcl-xL primary: blocks human Bcl-xL binding to Bim BH3 peptide | GST-Bcl-xL / FITC-Bim BH3 peptide fluorescence polarization | inhibition, % at 10.9 µM | actives 0.7% (n = 320,000) | AID 2129;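 active = inhibition above the mean of all tested compounds plus 3 SD, cutoff set per campaign, cut at about 30% in these data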;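 also: 0% = DMSO wells and 100% = unlabeled Bim-BH3 peptide competitor; inhibitors lower millipolarization by displacing the labeled peptide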
# Target sequence (Q07817 whole entry, looked up): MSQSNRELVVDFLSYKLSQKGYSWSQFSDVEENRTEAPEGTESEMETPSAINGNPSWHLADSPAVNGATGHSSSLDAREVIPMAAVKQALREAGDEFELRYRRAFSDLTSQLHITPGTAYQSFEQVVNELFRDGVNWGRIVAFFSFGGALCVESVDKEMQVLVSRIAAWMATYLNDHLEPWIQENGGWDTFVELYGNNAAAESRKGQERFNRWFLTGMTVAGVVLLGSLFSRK
# GLD-1 TGE inh: GLD-1-TGE RNA interaction inhibition (C. elegans); actives 0.44% (n = 320,000); inhibition, % at 5.96 µM; purified GLD-1 + fluorescein TGE RNA, fluorescence polarization; AID 2280;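 active = percent inhibition above a per-plate cutoff, the plate mean of test compounds plus 3 SD, cut at about 30% in these data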;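 also: 0% = DMSO wells with GLD-1 and probe and 100% = wells lacking GLD-1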
# MCL1 BIM primary: disrupts human MCL1 binding to BIM-BH3 peptide; GST-MCL1 / FITC-Bim-BH3 fluorescence polarization; inhibition, % at 10.9 µM; actives 0.68% (n = 320,000);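 active = inhibition above the mean inhibition of all tested compounds plus 3 SD, set per campaign, cut at about 40% in these data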;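 also: 0% = DMSO wells and 100% = unlabeled Bim-BH3 peptide control; higher means more loss of mP so more displacement of Bim peptide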
# Target sequence (Q07820 whole entry, looked up): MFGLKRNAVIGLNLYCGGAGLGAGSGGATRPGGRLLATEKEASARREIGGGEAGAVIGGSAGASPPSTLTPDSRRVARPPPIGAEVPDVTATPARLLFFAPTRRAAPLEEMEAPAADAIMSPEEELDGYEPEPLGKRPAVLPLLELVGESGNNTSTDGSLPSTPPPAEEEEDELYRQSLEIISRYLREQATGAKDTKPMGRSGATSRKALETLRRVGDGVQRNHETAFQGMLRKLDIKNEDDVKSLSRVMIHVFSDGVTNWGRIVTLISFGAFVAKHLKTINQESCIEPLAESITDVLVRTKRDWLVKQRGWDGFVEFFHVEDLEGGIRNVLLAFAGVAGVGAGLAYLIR
# PAFAH1B2 FP inh: inhibitors of human PAFAH1B2. recombinant PAFAH1B2, FP-rhodamine activity probe, fluorescence polarization. inhibition, % at 3.39 µM. actives 1.2% (n = 340,000). AID 492953;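 active = inhibition above the mean of all tested compounds plus 3 SD, cut at about 24% in these data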;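 also: 0% = enzyme with DMSO and 100% = wells lacking PAFAH1B2; many of its hits are not listed in these tables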
# PME-1 primary: blocks human protein phosphatase methylesterase 1; recombinant PME-1, FP-Rh probe fluorescence polarization; inhibition, % at 5.9 µM; actives 0.53% (n = 320,000);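 active = inhibition above the campaign mean of all compounds plus 3 SD, cut at about 26% in these data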;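 also: competitive labeling of PME-1 active site by serine hydrolase directed probe; 0% = PME-1 with DMSO and 100% = wells lacking PME-1 enzyme; inhibitors block probe labeling so polarization falls and inhibition rises; many of its hits are not listed in these tables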
# pPAFAH FP inh: inhibitors of human plasma PAF acetylhydrolase (pPAFAH). actives 1.5% (n = 330,000). inhibition, % at 3.39 µM. AID 463082. recombinant pPAFAH, FP-rhodamine probe fluorescence polarization. Q13093;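 active = inhibition above the mean inhibition across the screen plus 3 SD, cut at about 25% in these data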;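 also: inhibitors block binding of the rhodamine activity-based probe so polarization drops; 0% = enzyme with DMSO and 100% = wells lacking pPAFAH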
# Target sequence (Q13093 whole entry, looked up): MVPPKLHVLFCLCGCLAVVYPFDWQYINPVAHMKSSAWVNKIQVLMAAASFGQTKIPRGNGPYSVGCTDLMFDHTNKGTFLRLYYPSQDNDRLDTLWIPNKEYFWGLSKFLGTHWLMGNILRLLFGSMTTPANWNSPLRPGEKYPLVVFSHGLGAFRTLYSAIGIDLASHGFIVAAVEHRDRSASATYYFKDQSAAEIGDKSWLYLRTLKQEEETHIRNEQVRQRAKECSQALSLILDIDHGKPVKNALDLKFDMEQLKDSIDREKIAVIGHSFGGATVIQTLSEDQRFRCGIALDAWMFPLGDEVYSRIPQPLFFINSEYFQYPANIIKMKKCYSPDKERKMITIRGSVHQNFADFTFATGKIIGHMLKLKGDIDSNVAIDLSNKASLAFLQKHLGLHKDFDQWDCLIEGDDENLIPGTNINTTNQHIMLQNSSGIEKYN
# AHR activator: human AHR activation; activation, % at 5 µM; AHR-responsive luciferase reporter cells, luminescence; AID 2796; actives 2.5% (n = 320,000); P35869; in the data active = activation above about 47%;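 also: 0% = vehicle wells and 100% = reference agonist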
# Fam108B counter: blocks mouse Fam108B hydrolase in RBBP9 counter-screen | recombinant Fam108B, FP-Rh probe fluorescence polarization | inhibition, % at 9.51 µM | actives 0.33% (n = 300,000);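 active = inhibition above the screen mean inhibition plus 3 SD, computed separately per campaign, cut at about 18% in these data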;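 also: inhibitors lower polarization as less probe binds the enzyme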
# * hit, by the source's call; . = no result given. The list is partial, so the mix of outcomes need not match the whole.
[1] Cc1ccnc(NC(=O)CCC(=O)N(Cc2ccco2)C(C(=O)NC(C)C)c2ccc(F)cc2)c1 (stereo unspecified)
[2] O=C(CCn1c(=O)oc2ccccc21)NCCCN1CCOCC1
[3] COc1ccc(N(C(=O)Cn2nnc3ccccc32)C(C(=O)NCc2ccco2)c2ccc(C)o2)cc1 (stereo unspecified)
[4] CCc1noc(C)c1C(=O)Nc1nc(-c2ccc(NC(C)=O)cc2)cs1
[5] COc1ccccc1NC(=O)N1CCC(c2nnc(SCC(N)=O)n2C)CC1
[6] COc1ccc(-n2cnnc2SCc2ncc(-c3ccccc3)o2)cc1
[7] CCOc1ccc(Cc2nnc(N)s2)cc1OCC
[8] CCCS(=O)(=O)N1CCC(C(=O)NCCCN(CC)c2cccc(C)c2)CC1
assay / entry	1	2	3	4	5	6	7	8
MEX-5 binding	1.0	0.5	2.5	1.8	-1.0	-1.0	-0.8	.
Bcl-xL primary	-4	4	-1	0	7	6	7	-1
GLD-1 TGE inh	-4	3	-1	4	1	1	5	5
MCL1 BIM primary	-6	4	-5	-7	4	3	11	-6
PAFAH1B2 FP inh	6	3	4	-2	-2	4	6	3
PME-1 primary	1	0	2	3	4	3	-3	9
pPAFAH FP inh	4	-5	5	7	0	2	1	6
AHR activator	-2	0	3	38	1	6	2	-4
Fam108B counter	-2	-5	2	3	-5	-3	0	0

[9] Cn1c(C(=O)NCc2cccs2)cc2c(=O)n(C)c3ccccc3c21
[10] Cc1onc(-c2ccccc2)c1C(=O)Nc1nc(-c2ccc(F)c(F)c2)cs1
[11] CCOc1ccc(Nc2nc(N)nc(CN(C)C3CCCCC3)n2)cc1
[12] COc1ccc(/C=N/NC(=O)c2ccn[nH]2)cc1COc1ccc(Cl)cc1
[13] N#CCSc1nnc(-c2ccc3c(c2)OCO3)o1
[14] O=C(CN1CCN(S(=O)(=O)c2ccccc2)CC1)NCc1ccccc1
[15] COc1ccc2nc(Nc3nc(CSc4nc5ccccc5[nH]4)cc(=O)[nH]3)nc(C)c2c1
[16] CSc1nc2ccccc2n1CC(=O)Nc1c(C)n(C)n(-c2ccccc2)c1=O
assay / entry	9	10	11	12	13	14	15	16
MEX-5 binding	0.2	5.3	-1.1	0.0	-0.8	2.4	-0.3	0.2
Bcl-xL primary	3	0	2	-1	6	5	4	2
GLD-1 TGE inh	9	2	-3	5	2	1	2	-1
MCL1 BIM primary	1	-3	0	0	12	8	5	3
PAFAH1B2 FP inh	3	-1	5	-7	9	6	-17	-2
PME-1 primary	1	-4	-6	-17	-6	3	-23	3
pPAFAH FP inh	-5	-2	2	-7	0	12	4	5
AHR activator	14	15	4	87*	4	-3	-2	0
Fam108B counter	-2	-5	3	-22	1	-5	-18	-1

[17] CCOC(=O)/C(C#N)=C/c1c(OCC)n(CC)c2ccccc12
[18] COc1cc(/C=N/NC(=O)C[n+]2ccccc2)cc(OC)c1OC(C)=O
[19] Cc1ccc(NC(=S)N(Cc2ccc(Cl)cc2)Cc2ccc(C(=O)O)cc2)cc1Cl
[20] CCOC(=O)/C(C#N)=C/c1cn(CCC(=O)O)nc1-c1ccc(F)cc1
[21] CCOC(=O)C1CCN(C(=O)CCc2nnc3ccc(NCCCN4CCCC4=O)nn23)CC1
[22] CNC(=O)NC(=O)C(C)OC(=O)CCCSc1nc2ccccc2s1 (stereo unspecified)
[23] CCN1C(=O)N(c2cccc3ccccc23)C(C)=CC1(C)C
[24] CCOc1cc(C(=O)OC(C(=O)NC(=O)NC)c2ccccc2)ccc1OCC(=O)N1CCOCC1 (stereo unspecified)
assay / entry	17	18	19	20	21	22	23	24
MEX-5 binding	3.2	0.6	-3.0	0.7	1.3	0.7	0.7	.
Bcl-xL primary	2	4	5	2	-2	10	-2	.
GLD-1 TGE inh	2	-5	0	8	11	1	-7	-7
MCL1 BIM primary	4	7	5	-4	1	5	1	.
PAFAH1B2 FP inh	-2	-4	-3	2	6	0	7	5
PME-1 primary	23	1	-10	-6	-5	4	3	.
pPAFAH FP inh	4	-3	-6	4	-3	4	3	1
AHR activator	-1	-1	3	2	0	4	-3	2
Fam108B counter	6	0	-13	5	5	7	-1	.

[25] COc1ccc(NC(=O)N(C)C[C@H]2Oc3c(NS(=O)(=O)c4cccs4)cccc3C(=O)N([C@H](C)CO)C[C@@H]2C)cc1
[26] COc1ccccc1-n1c(SCC(=O)N2CCOCC2)nc(O)c(Cc2ccccc2)c1=O
[27] O=C(O)CSc1nnc(COc2cccc3cccnc23)n1-c1ccc(Cl)cc1
[28] COc1ccc(/C=C/C(=O)Nc2ccccc2)cc1S(=O)(=O)N1CCOCC1
[29] CC1(C)C(=O)Nc2ccccc2N1C(=O)COC(=O)c1cccs1
[30] COc1ccc(C(=O)NCc2nnc(SC)n2Cc2ccccc2)cc1
[31] Nc1c([N+](=O)[O-])cc(-c2cnc[nH]2)cc1[N+](=O)[O-]
[32] COc1ccc(-c2[nH]ncc2CN(Cc2nccn2C)C(C)C)c(F)c1
assay / entry	25	26	27	28	29	30	31	32
MEX-5 binding	.	3.3	2.6	0.8	.	4.3	-4.1	-0.1
Bcl-xL primary	.	9	-6	-3	.	1	13	4
GLD-1 TGE inh	8	2	-4	-2	8	-9	9	0
MCL1 BIM primary	.	11	-6	-4	.	-5	15	12
PAFAH1B2 FP inh	4	-1	2	-1	-1	-3	-1	-1
PME-1 primary	.	-4	3	1	.	-3	3	6
pPAFAH FP inh	-2	8	1	2	12	4	1	2
AHR activator	0	-3	0	16	-1	1	2	1
Fam108B counter	.	7	-6	-7	.	1	2	2

[33] NC(=O)c1cccc2c(=O)oc3ccccc3c12
[34] Nn1c(SCC(=O)Nc2ccc(Oc3ccccc3)cc2)nnc1C1CC1
[35] N#CCn1c2ccccc2c2nc3ccccc3nc21
[36] Cc1ccc(-c2nnn(CCC(=O)NC(C)(C)C)n2)cc1
[37] O=C(O)c1ccc(/C=C2\SC(=S)N(NC(=O)c3ccc(Br)cc3)C2=O)cc1
[38] O=S(=O)(Nc1ccc(Br)cn1)c1ccc(Cl)s1
[39] CCCc1cc(=O)[nH]c(Nc2ccc(O)cc2)n1
[40] CCOC(=O)C(C(C)=O)c1c(Br)c(O)c(O)c2c(C(=O)c3ccc(C)cc3)coc12 (stereo unspecified)
assay / entry	33	34	35	36	37	38	39	40
MEX-5 binding	-2.3	2.1	1.4	3.2	-0.7	0.8	-3.1	-0.5
Bcl-xL primary	8	-1	5	-1	13	6	0	16
GLD-1 TGE inh	-2	1	3	-5	2	0	7	3
MCL1 BIM primary	11	4	2	3	10	13	1	26
PAFAH1B2 FP inh	0	3	2	0	4	5	2	2
PME-1 primary	-4	-1	-6	5	-3	13	-1	0
pPAFAH FP inh	6	4	3	1	1	4	2	47*
AHR activator	0	3	47	12	3	5	0	7
Fam108B counter	2	0	-4	-1	6	-3	3	6

# Rewritten with bars between the fields: four of the compounds above
cpd | Compound | MEX-5 binding | Bcl-xL primary | GLD-1 TGE inh | MCL1 BIM primary | PAFAH1B2 FP inh | PME-1 primary | pPAFAH FP inh | AHR activator | Fam108B counter
33 | NC(=O)c1cccc2c(=O)oc3ccccc3c12 | -2.3 | 8 | -2 | 11 | 0 | -4 | 6 | 0 | 2
39 | CCCc1cc(=O)[nH]c(Nc2ccc(O)cc2)n1 | -3.1 | 0 | 7 | 1 | 2 | -1 | 2 | 0 | 3
37 | O=C(O)c1ccc(/C=C2\SC(=S)N(NC(=O)c3ccc(Br)cc3)C2=O)cc1 | -0.7 | 13 | 2 | 10 | 4 | -3 | 1 | 3 | 6
38 | O=S(=O)(Nc1ccc(Br)cn1)c1ccc(Cl)s1 | 0.8 | 6 | 0 | 13 | 5 | 13 | 4 | 5 | -3

# (cont.)
[41] COc1cc(CNCCSc2nnnn2C)cc(Br)c1OCc1ccccc1
[42] O=S(=O)(CCSc1ccc(C(F)(F)F)cn1)c1ccc(Cl)cc1
[43] O=C(NC1CCCC1)C1CCCN(S(=O)(=O)c2ccc(-n3cnnn3)cc2)C1 (stereo unspecified)
[44] CC(CCn1cccn1)NC(=O)c1cc(COc2ccc(F)cc2F)on1 (stereo unspecified)
[45] Cc1ccc(Cn2c(C(C)Nc3nc(-c4ccc(F)cc4)cs3)nc3cc(C(=O)NCCCO)ccc32)cc1 (stereo unspecified)
[46] Cc1ccc(CNC(=O)Cn2ccc3ccccc3c2=O)o1
[47] CC(C)C(C)NC(=O)CN1C(=O)NC2(CCCc3ccccc32)C1=O (stereo unspecified)
[48] CC(C)NC(=O)CC1C(=O)NCCN1CC(c1ccccc1)c1ccccc1 (stereo unspecified)
assay / entry	41	42	43	44	45	46	47	48
MEX-5 binding	2.1	-3.4	0.0	1.1	0.7	-1.9	0.4	0.9
Bcl-xL primary	5	0	5	-4	0	0	3	12
GLD-1 TGE inh	4	0	5	4	4	2	4	10
MCL1 BIM primary	3	-8	5	-2	6	-5	-6	12
PAFAH1B2 FP inh	1	14	2	17	5	4	3	-1
PME-1 primary	-1	-2	1	-7	-5	8	-7	2
pPAFAH FP inh	3	9	3	8	2	-2	1	29*
AHR activator	6	-3	6	0	8	1	0	3
Fam108B counter	3	0	-2	-2	0	1	3	-1

[49] CC1(C)CC(N2CCCC2)=CC(=[N+]2CCCC2)C1
[50] CCOc1ncccc1C(=O)OCc1ccc(C(=O)OC)o1
[51] CCCCn1c(-c2cccc3ccccc23)nc2cc3[nH]c(=O)c(C(C)C)nc3cc21
[52] CC(C)CN(C(=O)c1ccc(C(F)(F)F)cc1)c1c(N)n(CC(C)C)c(=O)[nH]c1=O
[53] CCN1CCN(c2nc(S(=O)(=O)c3ccc(C)cc3)c(Cl)s2)CC1
[54] CCC1(CC)NC(=O)N(CC(=O)Nc2ccc(S(=O)(=O)N3CCOCC3)cc2)C1=O
[55] CCC(OC(=O)c1ccco1)C(=O)NC1CCCC1 (stereo unspecified)
[56] CCOC(=O)c1ccc(N/N=C/c2cc(Br)cc([N+](=O)[O-])c2O)cc1
assay / entry	49	50	51	52	53	54	55	56
MEX-5 binding	0.1	1.7	-0.5	-0.4	0.1	0.7	3.2	2.6
Bcl-xL primary	-4	2	18	-3	2	-1	2	3
GLD-1 TGE inh	-8	4	11	-3	0	-2	1	-3
MCL1 BIM primary	-22	1	25	0	1	-2	4	3
PAFAH1B2 FP inh	0	0	8	4	1	5	3	6
PME-1 primary	6	-1	5	3	1	0	-1	7
pPAFAH FP inh	-3	2	14	0	-2	4	2	15
AHR activator	-3	-1	9	0	0	3	-1	1
Fam108B counter	4	-1	1	0	-2	-1	0	12

[57] CCC(C)N(C(=O)Cn1c(=O)cnc2ccccc21)C1CCS(=O)(=O)C1 (stereo unspecified)
[58] O=C(OCc1ccccc1)/C(=C/c1cccc([N+](=O)[O-])c1)NC(=O)c1ccco1
[59] Cc1cc2oc(=O)cc(CN(C)Cc3cccc(F)c3)c2cc1Cl
[60] CC(C)(C)C1CCc2c(sc(NC(=O)C3CC=CCC3C(=O)O)c2C#N)C1 (stereo unspecified)
[61] CC(NCCCOc1cccc2ccccc12)c1ccccc1 (stereo unspecified)
[62] Cc1ccc(-c2cc(-c3ccccc3)nc(N)c2C#N)o1
assay / entry	57	58	59	60	61	62
MEX-5 binding	-0.5	0.5	2.1	2.9	0.7	2.0
Bcl-xL primary	4	-5	0	2	7	5
GLD-1 TGE inh	5	3	-2	5	1	-16
MCL1 BIM primary	-1	-3	6	1	2	6
PAFAH1B2 FP inh	-1	-1	8	59*	4	-2
PME-1 primary	5	2	2	8	-5	16
pPAFAH FP inh	3	4	2	31*	-1	10
AHR activator	0	-1	5	-2	1	6
Fam108B counter	1	4	-7	-1	-2	-2
